inhibitors of VEEV = inhibitors of VEEV TC-83 cytopathic effect, confirmation, Vero cells (AID 588727); Vero cells, VEEV TC-83 cytopathic effect inhibition; higher % means a stronger effect; inhibition, % at 20 µM; hits with a dose series show IC50 in µM; hit rate 0.13% among 350,000; in the data active = a potency from the dose series; inconclusive = inhibition mostly from about 14% at the one dose, without a potency; inactive = the rest, 99 in 100 with inhibition below about 12%; also: strong numbers were not always called active
M. tuberculosis = growth inhibition of non-replicating M. tuberculosis (AID 488890). Mycobacterium tuberculosis non-replicating, growth inhibition; higher % means a stronger effect. one-dose inhibition, % at 25 µM; IC50 in µM for titrated hits. hit rate 0.39% among 320,000; in the data active = a potency from the dose series; inconclusive = inhibition mostly from about 82% at the one dose, without a potency; inactive = the rest, 99 in 100 with inhibition below about 76%;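 also: plate controls were DMSO cells for no effect and high antibiotic wells for full effect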
M. tuberculosis HTS = M. tuberculosis growth inhibition, HTS (AID 449762). M. tuberculosis H37Rv growth inhibition, 7H9 media; higher % means a stronger effect. hit rate 0.59% among 330,000. one-dose inhibition, % at 25 µM; IC50 in µM for titrated hits; in the data active = a potency from the dose series; inconclusive = inhibition above about 70% without an active follow-up result;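 also: bacterial growth assessed after seven days of incubation; strong numbers were not always called active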
Salmonella PhoP GFP = Inhibition of PhoP regulon, Salmonella typhi GFP reporter cells, confirmation, 4 h (AID 1850) | inhibition, % at 50 µM; hits with a dose series show IC50 in µM | Salmonella Typhi PhoP-promoter GFP reporter, fluorescence, 4 h; higher % means a stronger effect | hit rate 0.33% among 310,000; in the data active = a potency from the dose series; inconclusive = inhibition mostly from about 25% at the one dose, without a potency; inactive = the rest, 99 in 100 with inhibition below about 19%;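 also: 0% = induced wells with vehicle and 100% = uninduced wells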
H1N1 NS1A inhibition = H1N1 influenza NS1A inhibitors, functional cell based assay (AID 504329); NS1A functional cell-based assay, percent inhibition; higher % means a stronger effect; one-dose inhibition, % at 12.5 µM; IC50 in µM for titrated hits; hit rate 0.3% among 340,000; in the data active = a potency from the dose series; inconclusive = inhibition above about 27% without an active follow-up result; also: strong numbers were not always called active
inhibitors of VEEV 10K pilot screen = second read-out of inhibitors of VEEV, no call of its own (marks repeat the call); inhibition, %; measured here: 10K pilot screen inhibition
Numbers without * were called inactive; i = inactive; ? = inconclusive; · = not tested or not shown.

SMILES	inhibitors of VEEV	M. tuberculosis	M. tuberculosis HTS	Salmonella PhoP GFP	H1N1 NS1A inhibition	others
CCOC(=O)C1=C(C)N(CCCC(=O)O)C(=O)NC1c1ccccc1OS(=O)(=O)c1ccccc1[N+](=O)[O-] (stereo not drawn)	0.3%	2%	-2%	-1%	1%
CC1(C)CC(=O)C2=C(C1)N(CCN1CCOCC1)C1=C(C(=O)CC(C)(C)C1)C2c1ccc(Cl)c([N+](=O)[O-])c1	3.3%	71%	35%	9%	-3%
CCN(CC(=O)Nc1ccc(NC(C)=O)cc1)C(=O)c1cccc(N2C(=O)c3ccccc3C2=O)c1	3.0%	·	·	·	-4%
Cc1ccccc1NC(=O)c1cccc(S(C)(=O)=O)c1	0.1%	-7%	-4%	3%	-3%
CC(CN1CCCC1)OC(=O)c1cccc(F)c1 (stereo not drawn)	0.9%	-2%	5%	1%	-4%
O=C(NC1CCCCCCC1)c1c(Cl)cccc1Cl	2.0%	1%	15%	3%	-3%
COc1cc(C)ccc1OCc1cc(C(=O)N(Cc2nccn2C)C(C)C)no1	1.2%	17%	-6%	-6%	0%
O=C(NCc1ccccc1)c1onc(CSc2ccccc2)c1C(=O)NCC1CC1	i	39%	3%	-2%	9%
CC(Oc1ccccc1F)C(=O)NNC(=O)c1ccc(-n2cncn2)c([N+](=O)[O-])c1 (stereo not drawn)	6.1%	·	·	·	-1%
CC(OC(=O)c1ccc(Br)o1)C(=O)NCC1CCCCC1 (stereo not drawn)	0.5%	65%	6%	·	3%
O=C(CCCn1c(=S)[nH]c2cc3c(cc2c1=O)OCO3)NC1CC1	2.1%	6%	9%	-8%	3%
COc1ccc(-c2csc(NC(=O)Cc3cccc4ccccc34)c2C(=O)O)cc1	1.8%	·	·	·	9%
N#C/C(N)=C(/C#N)N=Cc1cccc(Cl)c1	1.7%	8%	3%	-7%	4%
COc1ccc(Nc2nc(-c3ccncc3)nc3ccccc23)cc1	7.0%	-5%	7%	-2%	-7%
OC(Cc1nc2ccccc2[nH]1)c1ccccc1Cl (stereo not drawn)	0.9%	3%	4%	-6%	-15%
CSc1nc(C)c2c(n1)N(c1ccc(F)cc1)CC2	0.2%	2%	6%	-4%	-19%
O=C(O)CCCCCN1C(=O)CCC1=O	i	2%	-11%	-1%	0%
CCOc1ccc(S(=O)(=O)N2CCCC(C(=O)N3CCN(CC)CC3)C2)cc1Cl (stereo not drawn)	2.9%	-9%	-6%	5%	-4%
CCCCn1c(N)c(N(CC(C)C)C(=O)C2CCCO2)c(=O)[nH]c1=O (stereo not drawn)	3.4%	-7%	-3%	-1%	-12%
C=CCNCC(=O)N1N=C(c2ccc3ccccc3c2)CC1c1ccc(OC)cc1 (stereo not drawn)	3.1%	i	22µM*	28%	-6%
Cc1occc1C(=O)NC(C)CCc1ccccc1 (stereo not drawn)	0.9%	1%	3%	-12%	-17%
CC1=C(C)CS(=O)N(S(=O)(=O)c2ccccc2)C1 (stereo not drawn)	i	6%	-3%	-9%	0%
CC(/C=N/NC(=O)c1ccc(Br)cc1)=C\c1ccccc1	1.1%	1%	7%	14%	-1%
COCCNC(=O)C1Nc2ccc(C(F)(F)F)cc2C2C=CCC12 (stereo not drawn)	0.3%	-8%	-10%	1%	8%
N#CC1(NC(=O)CN2C(=O)NC(c3ccccc3)(c3ccccc3)C2=O)CCCC1	2.3%	24%	-7%	·	-7%
COc1cc(C(=O)OCC(=O)Nc2nnc(-c3ccccc3)o2)cc(OC)c1OC	3.0%	1%	17%	-8%	2%
COc1ccccc1C(CC(=O)Nc1ccccc1C)c1ccc(OC(C)C)cc1 (stereo not drawn)	0.4%	16%	0%	-6%	-8%
CC(NC(=O)c1ccccc1NC(=O)CN1CCN(c2ccccc2O)CC1)c1ccccc1 (stereo not drawn)	6.5%	21%	3%	·	-7%
CCOc1ccccc1NC(=O)CSc1nnc2ccc(-c3ccccn3)nn12	2.2%	6%	1%	5%	6%
NC(=O)C1(Nc2ccc(Cl)cc2)CCCC1	2.0%	·	·	·	2%
Cn1cnnc1SCC(=O)Nc1cccc(S(=O)(=O)N2CCOCC2)c1	1.3%	-2%	-2%	3%	-12%
CCCOc1ccc(C2C(=O)N(C3CCCCCC3)CC(=O)N2Cc2ccco2)cc1OC (stereo not drawn)	i	16%	-8%	0%	8%
COc1ccc(NC(=O)CN(C)C(=O)c2c(C)nn(Cc3ccc(C)cc3)c2Cl)cc1	2.4%	52%	2%	·	-6%
O=C(Cc1c(Cl)cccc1Cl)NCCc1ccc(Cl)cc1	0.0%	-3%	8%	6%	-7%
COc1ccccc1C(=O)Nc1cc2cc(Cl)ccc2oc1=O	3.5%	-3%	-2%	-2%	1%
COC(=O)c1ccc(/C=C2\CCn3c2nc2cc(C(=O)O)ccc2c3=O)cc1	0.3%	-10%	0%	6%	-4%
CC1CCN(C(=O)C2CCN(S(=O)(=O)c3cccc4cccnc34)CC2)CC1	0.7%	-11%	-2%	-1%	-1%
CN(C)S(=O)(=O)N(CC(=O)N1CCC(Cc2ccccc2)CC1)c1ccccc1	0.9%	-1%	-4%	7%	-1%
Cc1ccc(S(=O)(=O)N(CC(=O)N(C)C)c2cccc([N+](=O)[O-])c2)cc1	1.0%	11%	6%	8%	0%
CCCN1CN(CCc2ccccc2)CNC1=S	0.1%	-1%	-1%	10%	4%
CCOc1ccc(Br)cc1S(=O)(=O)N1CCCC1	2.4%	0%	1%	-1%	1%	inhibitors of VEEV 10K pilot screen=0.3
CC(=O)c1ccc(OCCCC(=O)N2CCN(S(=O)(=O)c3ccc(C)cc3C)CC2)cc1	1.8%	13%	-12%	0%	4%
C#CCNC(=O)C1=C[C@H](c2ccccc2)[C@@H](CCCO)[C@H](OCC)O1	0.5%	6%	-8%	4%	3%
CCN(CC)S(=O)(=O)c1ccc(OC)c(NC(=O)CSc2cc(C)ccc2C)c1	4.5%	23%	10%	-6%	-5%
O=C(COC(=O)CNC(=O)c1cccc([N+](=O)[O-])c1)Nc1cccc(S(=O)(=O)N2CCCCC2)c1	0.2%	-3%	6%	0%	1%
Cc1ccc(CN2CC(C(=O)Nc3ccc(C)c(S(=O)(=O)N4CCCCC4)c3)CC2=O)cc1 (stereo not drawn)	5.2%	·	·	·	15%
O=C1c2ccccc2C2(c3ccc(F)cc3)NCCN12 (stereo not drawn)	0.8%	-8%	1%	2%	-3%
COc1ccccc1-n1cnc2cc(C(=O)NCC3CCCO3)ccc21 (stereo not drawn)	6.7%	6%	-1%	0%	-2%
COc1cccc(C(=O)NCCS(=O)(=O)N2CCN(C(=O)c3ccco3)CC2)c1	i	0%	5%	-1%	-9%
C=CCOc1ccc(CNc2ccc(NC(=O)CCC)cc2)cc1OCC	5.0%	3%	0%	14%	>100µM*
CCOC(=O)c1cc2c(ccn2C)n1CC(=O)N1CCN(c2ccccc2)CC1	i	-8%	-9%	8%	0%
Cc1cccc(C(=O)Nc2ccc3c(c2)C(=O)NC3=O)c1	1.2%	-11%	-11%	·	7%
N#CCOC(=O)c1c2c(nc3ccccc13)CCC2	1.9%	21%	2%	-13%	3%
CCCCOc1ccc(Cc2n[nH]c(=S)n2N)cc1	0.8%	69%	6%	-8%	1%
O=c1ccc(-c2ccccc2)nn1Cc1ccc(F)cc1Cl	0.1%	27%	11%	2%	17%
COc1ccccc1NC(=O)CN1CCN(C(=O)c2ccco2)CC1	0.8%	-6%	-2%	-1%	9%
Cc1ccc2[nH]c(C)c(CCN(Cc3cccnc3)C(=S)NC(C)(C)C)c2c1	i	48%	2%	-2%	-11%
CN(Cc1cnn(Cc2ccccc2)c1)C(=O)c1cccc(S(=O)(=O)N2CCOCC2)c1	i	-17%	-14%	·	-7%
COCCNCC(O)CON=C1c2ccccc2-c2ccccc21 (stereo not drawn)	5.6%	54%	-3%	-1%	-3%
O=C(NCc1ccccc1)C1CCCN(S(=O)(=O)c2ccc(Br)cc2)C1 (stereo not drawn)	i	-1%	5%	-3%	-1%

Among those listed so far, 6 contain fluorine:
SMILES	inhibitors of VEEV	M. tuberculosis	M. tuberculosis HTS	Salmonella PhoP GFP	H1N1 NS1A inhibition	others
CC(CN1CCCC1)OC(=O)c1cccc(F)c1 (stereo not drawn)	0.9%	-2%	5%	1%	-4%
CC(Oc1ccccc1F)C(=O)NNC(=O)c1ccc(-n2cncn2)c([N+](=O)[O-])c1 (stereo not drawn)	6.1%	·	·	·	-1%
CSc1nc(C)c2c(n1)N(c1ccc(F)cc1)CC2	0.2%	2%	6%	-4%	-19%
COCCNC(=O)C1Nc2ccc(C(F)(F)F)cc2C2C=CCC12 (stereo not drawn)	0.3%	-8%	-10%	1%	8%
O=C1c2ccccc2C2(c3ccc(F)cc3)NCCN12 (stereo not drawn)	0.8%	-8%	1%	2%	-3%
O=c1ccc(-c2ccccc2)nn1Cc1ccc(F)cc1Cl	0.1%	27%	11%	2%	17%

Later entries
SMILES	inhibitors of VEEV	M. tuberculosis	M. tuberculosis HTS	Salmonella PhoP GFP	H1N1 NS1A inhibition	others
Cc1cccc(N(C(=O)Cn2nnc(-c3ccccc3F)n2)C(C(=O)NC(C)(C)C)c2ccncc2)c1 (stereo not drawn)	0.4%	29%	-3%	-1%	-13%
O=C(c1ccco1)N1CCN(C(=O)C2CCN(S(=O)(=O)Cc3ccccc3)CC2)CC1	2.9%	0%	0%	6%	2%	inhibitors of VEEV 10K pilot screen=0.2
Cc1ccc(Nc2cc(C)nc(NCc3ccccc3)n2)cc1	i	?	?	?	7%
COc1cc(C(=O)NNC(=O)COc2ccc(Cl)cc2)ccc1OCC(=O)N1CCOCC1	i	-2%	4%	·	-2%
CCOC(=O)CN1CC23C=CC(O2)C(C(=O)NCCc2ccccc2)C3C1=O (stereo not drawn)	i	-20%	-4%	5%	0%
CC(C/C=N/NC(=O)COc1cc(Cl)ccc1Cl)c1ccccc1 (stereo not drawn)	0.6%	·	-9%	-8%	2%
CCOc1ccc2nc(SCC(=O)Nc3nonc3C)[nH]c2c1	i	?	2%	6%	5%
CCn1c(C)nnc1SCC(=O)Nc1ccc(C(C)=O)cc1	0.6%	1%	-2%	0%	-8%
O=C(CCc1ccc(S(=O)(=O)N2CCOCC2)cc1)N/N=C/c1cccc(O)c1	3.2%	-6%	-1%	-4%	-1%
O=C(NCC(Cl)c1ccc2ccccc2c1)c1c(F)cccc1F (stereo not drawn)	i	-8%	19%	-7%	-5%
Cc1ccc(C)c(OCC(=O)N/N=C/c2c(C)nn(-c3ccccc3)c2Cl)c1C	i	-4%	3%	3%	-7%
Cc1cccc2nc(-c3ccccc3)nc(N3CCC(O)(c4ccc(Cl)cc4)CC3)c12	2.3%	41%	?	-5%	7%
CC(C)(C)C(CO)NC(=O)c1ccc[nH]1 (stereo not drawn)	0.1%	-16%	-13%	·	-6%
O=C(Oc1ccc2c(c1)O/C(=C\c1ccncc1)C2=O)c1ccccc1	1.2%	?	-1%	-9%	1%
Cn1c(CNC(=O)c2ccc(Cl)cc2)nnc1SCC(=O)NC1CCCC1	0.8%	1%	-4%	14%	7%

Continued (three carried over from the part before).
SMILES	inhibitors of VEEV	M. tuberculosis	M. tuberculosis HTS	Salmonella PhoP GFP	H1N1 NS1A inhibition	others
CC(C)(C)C(CO)NC(=O)c1ccc[nH]1 (stereo not drawn)	0.1%	-16%	-13%	·	-6%
O=C(Oc1ccc2c(c1)O/C(=C\c1ccncc1)C2=O)c1ccccc1	1.2%	?	-1%	-9%	1%
Cn1c(CNC(=O)c2ccc(Cl)cc2)nnc1SCC(=O)NC1CCCC1	0.8%	1%	-4%	14%	7%
COc1ccc(CCNC(=O)c2ccc(NS(=O)(=O)c3ccc4[nH]c(=O)[nH]c4c3)cc2)cc1OC	1.6%	-3%	-16%	-2%	22%
CCOCCCNC(=O)C(c1ccc(Cl)cc1)N(Cc1cccs1)C(=O)CNC(C)=O (stereo not drawn)	0.2%	16%	-5%	-7%	17%
O=C(O)Cc1coc(-c2ccc(F)cc2)n1	1.8%	-1%	-12%	-8%	3%
CNS(=O)(=O)c1ccc(CCC(=O)N2CCN(c3ccccc3OC)CC2)cc1	2.5%	-2%	-9%	-5%	-6%
Cc1onc(NC(=O)NC(=O)c2c(F)cccc2Cl)c1Br	0.8%	-23%	-3%	-6%	-3%
CSC1=NC(C)(C)C=C(/C=C/c2c(Cl)cccc2Cl)N1	1.7%	62%	?	2%	5%	inhibitors of VEEV 10K pilot screen=1.8
OCCN1CCN(C(=S)NCCc2ccccc2)CC1	0.5%	-7%	0%	2%	6%
Cc1ccc(C)c(/C=C/C(=O)c2ccccc(=O)c2O)c1	13%	72%	0%	-3%	21%
